hIAP inh: blocks human intestinal alkaline phosphatase; P09923; purified IAP, CDP-Star luminescence, 30 min; inhibition, % at 10 µM; hit rate 0.12% among 330,000;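 active means inhibition reaching a set limit with compound at 10 µM in the primary screen, cut at about 35% in these data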;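 further: plate controls were DMSO wells with enzyme for no effect and no-enzyme buffer wells for full effect; values of inactives mirror those of a sister screen read the other way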
Target sequence (P09923 whole entry, looked up): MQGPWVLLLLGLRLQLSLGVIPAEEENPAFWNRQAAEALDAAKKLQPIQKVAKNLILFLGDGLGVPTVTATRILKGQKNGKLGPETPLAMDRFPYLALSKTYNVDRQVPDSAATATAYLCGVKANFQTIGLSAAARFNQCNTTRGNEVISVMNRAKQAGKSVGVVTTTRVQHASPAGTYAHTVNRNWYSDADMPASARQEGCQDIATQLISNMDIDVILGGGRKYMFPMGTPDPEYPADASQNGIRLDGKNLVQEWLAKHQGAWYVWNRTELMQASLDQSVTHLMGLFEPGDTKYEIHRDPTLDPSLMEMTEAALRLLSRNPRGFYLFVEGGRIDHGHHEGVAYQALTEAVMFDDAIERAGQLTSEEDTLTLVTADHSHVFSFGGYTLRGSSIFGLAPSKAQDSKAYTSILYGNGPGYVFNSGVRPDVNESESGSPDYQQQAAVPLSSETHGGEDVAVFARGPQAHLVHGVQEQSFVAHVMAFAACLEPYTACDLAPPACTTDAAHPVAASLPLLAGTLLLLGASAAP
TIM10 inh: inhibits growth of TIM10 yeast strain; inhibition, % at 10 µM; AID 463195; hit rate 1.4% among 330,000; S. cerevisiae TIM10 strain growth, BacTiter-Glo luminescence, 24 h;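 active means inhibition of 40% or more at the single tested concentration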;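 further: wild-type TIM10 isogenic control strain grown at permissive 25 °C; 0% = DMSO yeast wells and 100% = minimal medium wells without yeast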
tim10-1 inh: growth inhibitors of tim10-1 mutant yeast; S. cerevisiae tim10-1 ts strain growth, BacTiter-Glo, 24 h; inhibition, % at 20 µM; hit rate 2.2% among 330,000; AID 463190;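 active means inhibition of at least 40%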;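 further: mutant grown at 25 °C; 0% = DMSO wells with yeast and 100% = wells holding no yeast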
MIN6 prolif: inducers of beta-cell replication in MIN6 cells. MIN6 cells proliferation, ATPlite luminescence, 48 h; cells starved in 0.2% serum; 100% = growth in 10% serum. proliferation, % at 10 µM. hit rate 0.29% among 330,000;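 active means compounds whose signal lies at least 3.5 SD above the mean of all wells on their plate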;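 further: 0% = DMSO-treated cells in low-serum medium and 100% = 10% serum control; some compounds called inactive have numbers as strong as hits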
NLRP3 yeast inh: blocks the NALP3 inflammasome reconstituted in yeast; Yeast reconstituted NLRP3/ASC/caspase-1, beta-gal luminescence, 24 h; hit rate 0.39% among 330,000; inhibition, % at 10 µM;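 active means inhibition of 50% or more; inactive means inhibition below 50%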;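 further: plate controls were induced DMSO wells for no effect and uninduced yeast grown without galactose for full effect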
mIAP block: mouse IAP inhibition; inhibition, % at 10 µM; purified mouse IAP, CDP-Star luminescence, 30 min; hit rate 0.2% among 330,000; AID 2806;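 active means inhibition of at least 40% at 10 µM in the primary screen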;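 further: plate controls were DMSO with enzyme for no effect and no enzyme wells for full effect; values of inactives mirror those of a sister screen read the other way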
APOBEC3A inh: inhibitors of human APOBEC3A DNA deaminase. recombinant A3A, FAM/TAMRA ssDNA deamination fluorescence. inhibition, % at 20 µM. hit rate 0.41% among 330,000. AID 493011;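 active means at least 40% inhibition at 20 µM here, with at most 30% in a related deaminase screen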;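 further: plate controls were A3A with DMSO for no effect and wells lacking A3A enzyme for full effect; some results filed as inactive read as strong as hits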
Target sequence (P31941 whole entry, looked up): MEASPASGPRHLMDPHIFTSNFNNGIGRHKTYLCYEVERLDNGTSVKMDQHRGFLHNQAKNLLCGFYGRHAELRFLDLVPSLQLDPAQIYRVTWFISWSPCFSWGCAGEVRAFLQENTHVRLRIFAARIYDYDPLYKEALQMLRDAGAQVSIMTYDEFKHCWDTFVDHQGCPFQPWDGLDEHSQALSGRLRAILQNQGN
mIAP activ: mouse IAP activation; muIAP, CDP-Star luminescence, 30 min; stronger effect = higher value; 1 = vehicle-only enzyme signal, 0 = enzyme-free wells; activation factor at 10 µM; hit rate 0.24% among 330,000;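 active means activation factor of at least 2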; further: the source names both 10 and 20 µM as test concentration; values of inactives mirror those of a sister screen read the other way
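Assay system: mouse IAP enzyme; Reagent: CDP-Star chemiluminescent phosphatase substrate; Compound: DMSO-dissolved test compounds; Incubation: 30 min, room temperature; Technique: luminescence from enzymatic CDP-Star hydrolysis; Controls: DMSO-only wells and no-enzyme negative control.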
APOBEC3G inh: APOBEC3G (human) deaminase inhibition. Q9HC16. recombinant A3G, ssDNA deamination FAM/TAMRA fluorescence. inhibition, % at 20 µM. hit rate 0.28% among 330,000. AID 493012;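 active means inhibition of at least 40% at 20 µM, with no more than 30% in the related APOBEC3A deaminase screen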;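 further: plate controls were DMSO wells with A3G for no effect and wells lacking A3G enzyme for full effect; some compounds called inactive have numbers as strong as hits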
The depositor's hits bear a star.

structure | hIAP inh | TIM10 inh | tim10-1 inh | MIN6 prolif | NLRP3 yeast inh | mIAP block | APOBEC3A inh | mIAP activ | APOBEC3G inh
COC(=O)CNC(=O)C1CCN(S(=O)(=O)c2cnc[nH]2)CC1 | 12 | -13 | -9 | -3 | 17 | -5 | -2 | 1.1 | -1
COc1ccc(C2=NOC(c3nnc(-c4ccccc4)o3)C2)cc1 (stereo not drawn) | 5 | -12 | -4 | 2 | 39 | 1 | -5 | 0.99 | -10
Cc1ccc(CN2CC(C(=O)N(Cc3nnc(-c4ccccc4Cl)o3)C3CC3)CC2=O)cc1 (stereo not drawn) | -3 | -10 | -24 | -3 | 12 | 4 | 0 | 0.96 | -4
CCCCC1=CC2=C(c3ccco3)C(=O)C(C)(OC(=O)c3ccc(OC)cc3)C(=O)C2=CN1C1CCCCC1 (stereo not drawn) | 1 | 3 | 1 | -8 | 11 | -1 | 4 | 1 | 2
COc1ccc(OC)c(Cc2nnc(CCC(=O)N3CCCCC3c3nccs3)o2)c1 (stereo not drawn) | 0 | -2 | 12 | 0 | 5 | 3 | -1 | 0.97 | -7
COCCCNC(=O)c1cc(Sc2nnc(C)s2)nc2ccccc12 | 4 | -1 | 13 | -2 | 3 | -2 | -3 | 1 | -6
COc1ccc(OC)c(CN2CCN(C(=O)c3ccc(F)cc3)CC2)c1 | 11 | -3 | 1 | 3 | 19 | -7 | -3 | 1.1 | -2
C=CCn1c(SCC(=O)N2CCCCC2)nnc1-c1ccncc1 | 1 | 8 | 6 | -3 | 7 | -1 | 1 | 1 | -11
COc1ccccc1CNS(=O)(=O)c1ccc(-n2cccn2)cc1 | 23 | -4 | 21 | 3 | 16 | -1 | -1 | 1 | -5
COc1cc(/C=C(\C#N)C(=O)NCC2CCCO2)cc(OC)c1OC (stereo not drawn) | -17 | 24 | 25 | 0 | 19 | 1 | -1 | 0.99 | -5
C/C(=N/NC(=O)CN1CCN(Cc2ccccc2Cl)CC1)c1cccs1 | 2 | -2 | 12 | -2 | 6 | -11 | 1 | 1.1 | -3
Fc1ccc2cnc(-c3cccnc3)cc2c1 | -4 | 7 | 4 | -2 | 26 | -2 | 0 | 1 | -5
CCN(CC)S(=O)(=O)c1ccc(C)c(NC(=O)COC(=O)CN2C(=O)NC(C)(C)C2=O)c1 | 4 | -1 | -4 | -1 | 5 | 5 | 8 | 0.95 | -10
CNc1c([N+](=O)[O-])cnn1-c1ccccc1F | 14 | 1 | -1 | 0 | -5 | 0 | -4 | 1 | -8
CCn1c(C)c(C)c2cc(C(=O)NCCCN3CCCC3)ccc21 | 5 | 4 | -6 | -2 | 19 | -8 | -9 | 1.1 | 18
Cc1ccc(C2(C)NC(=O)N(CC(=O)NCc3cccc(Cl)c3)C2=O)cc1 (stereo not drawn) | -9 | 12 | 9 | 3 | 8 | -2 | 0 | 1 | -7
CC(=O)Nc1ccccc1OCC(=O)N(Cc1ccccc1)C(C)C | 5 | -3 | -4 | -3 | 6 | -14 | 3 | 1.1 | -6
NS(=O)(=O)c1ccc(-c2ccc(/C=N/NC(=O)c3ccccc3O)o2)cc1 | -12 | 5 | 5 | -2 | 3 | 39 | -3 | 0.61 | -6
O=C(O)c1cccc(Nc2ncnc3c2cnn3-c2ccccc2)c1 | -6 | 0 | -5 | -3 | 12 | 6 | -5 | 0.94 | -8
O=C(CN1CCc2ccccc2C1)NC1CCCC1 | -2 | 4 | 4 | -2 | 3 | -9 | 1 | 1.1 | 1
O=C1CC(c2ccccc2)CC2=C1C(c1ccccn1)Nc1ccccc1N2 (stereo not drawn) | -7 | 12 | 16 | -1 | 4 | 0 | -5 | 1 | -2
COc1cc(/C=N/NC(=O)C(Cc2c[nH]c3ccccc23)NC(=O)OCC(C)C)cc([N+](=O)[O-])c1OCc1ccccc1 (stereo not drawn) | -2 | 24 | 20 | -5 | 6 | 5 | 0 | 0.95 | -8
Cc1cccnc1NC(=O)c1ccc(S(=O)(=O)N2CCCCCC2)cc1 | 0 | 11 | -6 | -1 | 13 | 4 | -3 | 0.96 | -7
CCN(CC)CCNC(=O)Cn1c(C)cc2ccccc2c1=O | 10 | -1 | 4 | 1 | 21 | 3 | -3 | 0.97 | 0
CCc1ccc(S(=O)(=O)NCC2(N3CCOCC3)CCCCC2)cc1 | 8 | 1 | 4 | 6 | -1 | 6 | -5 | 0.94 | -9
COc1ccc(OC)c(/C=N/NC(=O)c2[nH]ncc2Br)c1 | -69 | 9 | -7 | -1 | 7 | -6 | 3 | 1.1 | 8
CCCCCn1c(=NC(C)=O)c(C#N)cc2c(=O)n3ccccc3nc21 | 13 | -14 | -3 | 0 | -2 | -10 | 3 | 1.1 | -2
CCCCCCCc1nn2c(=O)cc(O)nc2s1 | 11 | 3 | -3 | 0 | -11 | 13 | 1 | 0.87 | 3
COc1ccc(-c2nc(-c3ccccc3)c(-c3cccs3)[nH]2)cc1OC | 4 | 34 | 41* | -4 | -24 | -35 | -2 | 1.4 | -8
CC(=O)c1ccc(N2CCN(S(=O)(=O)c3ccc4c(c3)NC(=O)CC(=O)N4)CC2)cc1 | -16 | -3 | 11 | 1 | 2 | 10 | 6 | 0.91 | -1

Additional results:
structure	hIAP inh	TIM10 inh	tim10-1 inh	MIN6 prolif	NLRP3 yeast inh	mIAP block	APOBEC3A inh	mIAP activ	APOBEC3G inh
CSc1cccc(CNC(=O)C2CCC(=O)N(Cc3cccc(C(F)(F)F)c3)C2)c1 (stereo not drawn)	-16	3	12	-3	8	-1	-3	1	-4
COCCNC(=O)C(=O)Nc1cc2c3c(c1)CCC(=O)N3CCC2	2	-3	5	-4	12	6	-2	0.94	-3
O=C1C(C2=NC(c3ccccn3)C3C(=O)N(c4ccc(Cl)cc4Cl)C(=O)C23)=C(O)c2ccccc21 (stereo not drawn)	-21	6	0	-5	2	8	-1	0.92	-9
O=C(c1ccc(-n2nc(C(F)(F)F)c3c2CCCC3)cc1)N1CCOCC1	13	31	17	2	24	1	-3	0.99	-6
O=C(C1CCN(S(=O)(=O)c2cccc3nsnc23)CC1)N1CCc2ccccc2C1	-12	24	33	0	18	7	-4	0.93	-5
COc1cccc(N2CC(C)Cn3c2nc2c3c(=O)n(CCN3CCOCC3)c(=O)n2C)c1 (stereo not drawn)	4	7	-1	-2	7	-1	-7	1	-7
CC(C)(C)NC1=CC(=O)OC12CCCCC2	0	1	7	1	5	8	4	0.92	-2
O=C(Oc1ccc(F)cc1)N1CCOCC1	10	98*	-3	-4	13	-7	3	1.1	-3
COc1cccc(CNCc2ccc(OC)cc2OC)c1	-1	1	-3	-3	15	-4	1	1	-8
COc1ccc(NC(=O)Nc2nnc(CC(=O)NCc3ccccc3)s2)cc1	-3	-17	-6	-3	9	-9	2	1.1	2
CNC(=O)c1ccc(Nc2nc(-c3ccccc3)nc3ccccc23)cc1	0	40*	30	-1	9	-1	11	1	-5
COC(=O)c1ccccc1S(=O)(=O)N(CCCO)Cc1cc2c(C)ccc(C)c2[nH]c1=O	0	10	6	-1	-3	3	3	0.97	-1
CCc1cccc(NC2c3ccccc3C(=O)N2c2ccc(C)cn2)c1 (stereo not drawn)	-2	17	38	-5	11	8	2	0.92	4
CCOC(=O)c1csc(COc2ccccc2Cl)n1	-3	16	2	0	10	1	-1	0.99	-6
O=C(CC12CC3CC(CC(C3)C1)C2)NCO	-2	0	-1	0	17	-9	-1	1.1	-7
O=C(COc1ccc(Cl)cc1)NCCCNC(=O)c1ccccn1	-30	-12	-3	-3	-10	-6	-6	1.1	-2
CCOC(=O)c1c(C2CC2)csc1NC(=O)COC(=O)c1cnc(Cl)c(Cl)c1	-7	13	13	0	7	14	-2	0.86	-4
COc1ccc(-c2ccc(SCC(=O)NCc3ccco3)nn2)cc1	1	29	31	-4	-112	3	0	0.97	-3
Cc1nnc(NC(=O)c2ccc3c(c2)C(=O)N(CC2CCCO2)C3=O)s1 (stereo not drawn)	-41	2	2	0	16	2	6	0.98	-4
COC(=O)c1ccc2c(=O)[nH]c(COC(=O)c3cccc(S(=O)(=O)N4CCOCC4)c3)nc2c1	-23	-7	-10	-3	6	-3	-2	1	-8
O=C(NC(=S)Nc1ccc(N2CCCCC2)cc1)c1cccs1	3	55*	44*	-6	31	18	0	0.82	-1
CCn1nc(C(=O)OCC(=O)NC(C)C)c2ccccc2c1=O	-8	-4	11	3	12	-9	1	1.1	-4
O=C(c1ccc(F)cc1)C1CCN(C(=O)N2CCOCC2)CC1	8	1	9	3	14	2	-3	0.97	-8
COc1ccc(NC(=O)CSc2nnc(-c3ccncc3)n2C)cc1	2	4	0	-2	1	3	-2	0.97	-3
CCN(C(=O)C1CCCN(c2ncnc3c2nc2n3CCCCC2)C1)c1cccc(Cl)c1 (stereo not drawn)	-18	10	38	-5	7	2	-3	0.98	-7
CCSc1ccccc1C(=O)Nc1cc(C)on1	10	7	1	0	11	1	2	0.99	-2

Limited to MIN6 prolif, mIAP block and tim10-1 inh (4 entries from above):
structure	MIN6 prolif	mIAP block	tim10-1 inh
O=C(CC12CC3CC(CC(C3)C1)C2)NCO	0	-9	-1
O=C(COc1ccc(Cl)cc1)NCCCNC(=O)c1ccccn1	-3	-6	-3
CCOC(=O)c1c(C2CC2)csc1NC(=O)COC(=O)c1cnc(Cl)c(Cl)c1	0	14	13
COc1ccc(-c2ccc(SCC(=O)NCc3ccco3)nn2)cc1	-4	3	31

2 entries from above, with each value named:
COc1ccc(-c2ccc(SCC(=O)NCc3ccco3)nn2)cc1
- hIAP inh: 1
- TIM10 inh: 29
- tim10-1 inh: 31
- MIN6 prolif: -4
- NLRP3 yeast inh: -112
- mIAP block: 3
- APOBEC3A inh: 0
- mIAP activ: 0.97
- APOBEC3G inh: -3

Cc1nnc(NC(=O)c2ccc3c(c2)C(=O)N(CC2CCCO2)C3=O)s1 (stereo not drawn)
- hIAP inh: -41
- TIM10 inh: 2
- tim10-1 inh: 2
- MIN6 prolif: 0
- NLRP3 yeast inh: 16
- mIAP block: 2
- APOBEC3A inh: 6
- mIAP activ: 0.98
- APOBEC3G inh: -4

Source: PubChem
